# Bioassay records (PubChem)
# FBW7 act = human FBW7 E3 ligase activation, primary screen | Q969H0 | AlphaScreen FBW7–phospho-cyclin E peptide binding, activator screen | normalized activity (activation), % at 26.1 µM | actives 0.13% (n = 650,000) | AID 1259310; in the data active = normalized activity above about 1.9%;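 note: purified mutant Fbw7 with reduced substrate affinity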
# Target sequence (Q969H0 whole entry, looked up): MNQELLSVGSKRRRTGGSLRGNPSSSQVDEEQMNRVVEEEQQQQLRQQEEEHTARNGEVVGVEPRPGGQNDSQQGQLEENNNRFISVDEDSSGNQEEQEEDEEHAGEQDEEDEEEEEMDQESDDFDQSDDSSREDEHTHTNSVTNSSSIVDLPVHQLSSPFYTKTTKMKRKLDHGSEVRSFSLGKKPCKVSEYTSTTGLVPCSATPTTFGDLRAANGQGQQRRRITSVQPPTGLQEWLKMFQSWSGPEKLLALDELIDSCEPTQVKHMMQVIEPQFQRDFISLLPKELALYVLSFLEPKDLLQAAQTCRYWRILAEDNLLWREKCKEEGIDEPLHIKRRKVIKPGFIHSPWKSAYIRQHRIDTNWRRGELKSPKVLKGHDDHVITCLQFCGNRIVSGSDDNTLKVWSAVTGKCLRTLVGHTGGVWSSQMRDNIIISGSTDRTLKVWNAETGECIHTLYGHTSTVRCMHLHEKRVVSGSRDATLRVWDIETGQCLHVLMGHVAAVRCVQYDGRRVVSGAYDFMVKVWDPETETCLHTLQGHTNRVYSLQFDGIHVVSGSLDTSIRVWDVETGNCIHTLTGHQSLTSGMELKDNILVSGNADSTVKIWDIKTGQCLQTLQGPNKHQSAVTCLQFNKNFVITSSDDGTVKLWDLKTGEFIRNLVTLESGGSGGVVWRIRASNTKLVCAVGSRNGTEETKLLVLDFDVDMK
# MITF primary = inhibitors of human MITF | O75030 | AlphaScreen MITF homodimerization, bead proximity signal | inhibition, % at 2.6 µM | actives 0.91% (n = 650,000) | AID 1259374; in the data active = inhibition above about 50%;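 note: 0% = vehicle wells with protein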
# GPR151 activ = activates the human receptor GPR151; Q8TDV0; PathHunter beta-arrestin GPR151 cells, luminescence; activation, % at 11.2 µM; actives 1% (n = 650,000); AID 1508602; in the data active = activation above about 4.9%;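 note: 0% = median of compound wells and 100% = cells with positive control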
# TEAD-YAP inh = TEAD-YAP interaction inhibition. HEK-TIYL cells, TEAD-Gal4/YAP UAS-luciferase luminescence. inhibition, % at 9.12 µM. actives 1.4% (n = 640,000); in the data active = inhibition above about 32%;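 note: 0% = median of test compound wells and 100% = reference inhibitor wells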
# Active calls of the source: *; / = no result given. Rows are unselected; overall some 3.4% were active at least once.
SMILES,FBW7 act,MITF primary,GPR151 activ,TEAD-YAP inh
CCOc1ccc(CC(=O)N2c3ccccc3CC2C(=O)NC)cc1 (configuration not stated),0.1,-9.8,-0.6,0.1
COc1cccc(N2CC(C(=O)Nc3cccc(C(=O)O)c3)CC2=O)c1 (configuration not stated),-0.1,-22.8,0.8,4.1
O=C(CSc1nc2ccccc2c(=O)n1Cc1ccccc1)Nc1cccc(C(F)(F)F)c1,0.1,-2.5,-1.4,-1.6
CN(C)c1nc(N/N=C/c2ccc(O)cc2O)nc(Nc2ccc(F)cc2)n1,-0.3,13.1,-0.2,2.9
CC1(OC(=O)C2CCCC2)C(=O)C=C2C=C(c3ccc(C#N)cc3)OC=C2C1=O (configuration not stated),-0.1,10.1,-1.5,/
CCN(CC)C(=O)C1CCCN(Cc2cc(I)c(O)c(OC)c2)C1 (configuration not stated),-0.2,20.0,0.1,8.3
COc1ccccc1Cn1c(SCC(=O)Nc2cc(C)[nH]n2)nc2nccnc2c1=O,0.3,1.5,0.2,8.7
O=C(NCCc1ccc(O)cc1)c1cnc(NCCN2CCOCC2)s1,0.1,6.1,0.5,9.0
O=C(CSc1nc(O)cc(=O)[nH]1)NC(c1ccccc1)c1ccccc1,0.0,11.6,0.4,5.6
CCOC(=O)N1CCN(C(=O)CSc2nc(-c3ccc(C)cc3)cn2-c2ccc(OC)cc2)CC1,-0.3,-6.3,-0.8,-55.0
COc1ccc(Cl)cc1/C=C1\C(=O)N(c2cccc(C(=O)O)c2)N=C1C,-0.1,1.9,-1.6,-0.8
C#CC1(O)CC(C)(C)NC(C)(C)C1,0.0,15.8,-1.3,10.4
CCOC(=O)c1cccc(C(=O)Oc2ccc(S(=O)(=O)c3ccc(OC(=O)c4cccc(C(=O)OCC)n4)cc3)cc2)n1,-0.2,-9.7,0.0,1.8
CN(C)S(=O)(=O)c1ccc(NC(=O)COc2ccc(C(=O)c3ccccc3)cc2)cc1,-0.3,0.8,-0.9,-4.1
C=CCOc1ccc(C2/C(=C(\O)c3ccc(OC)cc3)C(=O)C(=O)N2CCCN2CCOCC2)cc1 (configuration not stated),-0.1,6.3,-0.1,6.2
COc1ccc(OC)c(S(=O)(=O)Nc2ccc(C)c(Cl)c2)c1,0.2,-14.3,0.2,-2.7
COc1ccc(-c2nc(-c3ccccc3Cl)no2)cc1OC,0.0,19.1,0.0,-46.7
O=C(CSc1nccn1Cc1ccc(Cl)cc1)NCc1ccccc1,-0.2,13.7,0.8,13.2
CCN(C(=O)COC(=O)c1ccco1)c1cccc2ccccc12,0.0,4.3,-1.7,0.9
CCOC(=O)c1c(NC(=O)C(C)(C)C)sc(C(=O)Nc2ccc(C)c(Cl)c2)c1C,-0.1,4.7,0.8,3.2
COc1ccc(NC(=O)CSc2nc(-c3ccc(F)cc3)cc(-c3ccccc3)c2C#N)cc1,0.0,3.6,1.5,11.8
CCOc1cccc2cc(-c3nnc(Nc4cccc(OC)c4)s3)c(=O)oc12,0.0,11.1,0.1,2.0
CCOC(=O)c1sc(NC(=O)c2ccccc2Cl)c(C(=O)OCC)c1C,0.1,1.6,0.3,8.0
COc1cc(C2C(C#N)=C(N)Oc3n[nH]c(-c4ccccc4)c32)cc(OC)c1OC(=O)N1CCOCC1 (configuration not stated),-0.3,3.0,3.6,-0.9
Cc1ccc(-c2ccc(-c3nnc(N)o3)s2)s1,2.3*,-2.6,-3.8,-23.8
Cc1cc(C)n(-c2cc(NCCNS(=O)(=O)N(C)C)ncn2)n1,-0.1,1.9,-0.6,-1.7
O=C(O)c1ccccc1Nc1ccnc(N2CCOCC2)n1,0.1,0.0,-1.3,-8.7
Cc1cccc(C(=O)N/C(=C\c2ccc([N+](=O)[O-])cc2)C(=O)Nc2ccc(Cl)cc2)c1,0.1,11.5,0.5,-0.8
Cc1cc(C)c(NC(=O)CS(=O)CC(=O)N2CCN(c3ccc(F)cc3)CC2)c(C)c1 (configuration not stated),1.0,20.4,-0.9,-19.0
Cc1cnc(-c2ccc(C(=O)N3CCN(C)CC3)cc2)nc1Nc1ccc(Oc2ccccc2)cc1,0.0,21.6,2.3,0.7

# Sorted by molecular weight (ascending): some entries from above.
SMILES,FBW7 act,MITF primary,GPR151 activ,TEAD-YAP inh
Cc1ccc(-c2ccc(-c3nnc(N)o3)s2)s1,2.3*,-2.6,-3.8,-23.8
CCOC(=O)c1sc(NC(=O)c2ccccc2Cl)c(C(=O)OCC)c1C,0.1,1.6,0.3,8.0
Cc1cc(C)c(NC(=O)CS(=O)CC(=O)N2CCN(c3ccc(F)cc3)CC2)c(C)c1 (configuration not stated),1.0,20.4,-0.9,-19.0

# Returning to the listing, repeating the 4 entries before the break.
SMILES,FBW7 act,MITF primary,GPR151 activ,TEAD-YAP inh
O=C(O)c1ccccc1Nc1ccnc(N2CCOCC2)n1,0.1,0.0,-1.3,-8.7
Cc1cccc(C(=O)N/C(=C\c2ccc([N+](=O)[O-])cc2)C(=O)Nc2ccc(Cl)cc2)c1,0.1,11.5,0.5,-0.8
Cc1cc(C)c(NC(=O)CS(=O)CC(=O)N2CCN(c3ccc(F)cc3)CC2)c(C)c1 (configuration not stated),1.0,20.4,-0.9,-19.0
Cc1cnc(-c2ccc(C(=O)N3CCN(C)CC3)cc2)nc1Nc1ccc(Oc2ccccc2)cc1,0.0,21.6,2.3,0.7
Cc1ccc(-c2nc3c(=O)n(C)c4ccccc4c3o2)cc1,-0.2,-9.7,-0.9,8.2
CCc1ccc(-n2c(SCC(=O)NCCc3ccc(OC)c(OC)c3)nc3n[nH]c(C)c3c2=N)cc1,-0.1,-5.1,2.4,11.3
Cc1cccc(N2C(=O)c3ccc(-c4nc5ccccc5c(=O)o4)cc3C2=O)c1C,-0.2,-8.3,-1.5,-0.8
CC(C)N1CCc2nc(SCC(=O)Nc3cccc(F)c3)[nH]c(=O)c2C1,-0.1,-0.5,0.0,2.3
COc1ccc(C2C(C(=O)N3CCN(Cc4ccccc4)CC3)CCC(=O)N2c2ccc(OC)cc2)cc1 (configuration not stated),-0.1,-15.7,-0.8,17.4
O=C(NCCOc1ccccc1F)C1CCCN1S(=O)(=O)c1ccc2ccccc2c1 (configuration not stated),-0.1,1.2,-0.9,-4.9
CCNS(=O)(=O)c1cc(Br)ccc1OC,-0.1,7.3,-0.5,-1.6
Cc1ccc(-c2cn(-c3ccc(F)cc3)c(SCC(=O)Nc3ccc(F)cc3)n2)cc1,-0.2,7.9,0.0,-5.8
Cc1ccccc1CNc1nc2nc3c(c(=O)n2[nH]1)CCC3,0.0,0.9,-0.3,4.4
CCOC(=O)C1=C(C)N(c2ccc(N(C)C)cc2)C(C)=C(C(=O)OCC)C1c1ccccc1,0.1,-9.1,-0.7,4.7
CCOc1ccccc1N(C)C(=O)c1nn(-c2cccc(OC)c2)c(=O)c2ccccc12,0.0,10.6,-0.9,-10.5
CCOc1ccc(C(=O)Nc2nn3c(-c4ccc(OC)cc4)nnc3s2)cc1,-0.1,-10.8,-0.7,-3.7
C/C(=N\NC(=O)CO/N=C(\C)c1ccc(Cl)c(Cl)c1)c1ccc(N)cc1,-0.1,-0.1,-0.6,4.3
Cc1ccc(S(=O)(=O)NCCC(=O)Oc2ccc3c(=O)c(Oc4ccccc4)c(C(F)(F)F)oc3c2)cc1,0.0,-3.8,1.2,-14.4
CCN(CC)c1ncnc2scc(C3COc4ccccc4O3)c12 (configuration not stated),-0.2,0.3,0.8,-11.0
N#Cc1c(N)sc2c1CCCCCCCCCC2,0.1,12.8,-0.3,-5.3
COc1cc(C2C(C(=O)OC3CCCC3)=C(C)NC3=C2C(=O)CCC3)cc(OC)c1OC (configuration not stated),0.0,2.5,-0.1,0.3
CCCCN(C(=O)NC(=O)Nc1ccccc1C)S(C)(=O)=O,0.0,-4.8,-0.2,-5.8
Cn1c(Nc2ccc(-n3cc(CC(=O)NCc4ccccc4)c4ccccc43)nn2)nc2ccccc21,0.3,16.6,-1.1,-0.2
O=C(NCCc1ccccc1)C1CCC(Cn2c(=S)[nH]c3ccsc3c2=O)CC1 (configuration not stated),0.0,10.7,1.2,-1.4
O=c1c2sccc2nc(SCc2c(F)cccc2Cl)n1Cc1ccc2c(c1)OCO2,0.0,3.7,0.3,-12.2
Cc1ccc(/C=C/C(=O)N2CCC(Cc3ccccc3)CC2)o1,-0.1,8.4,1.3,-4.6
c1csc(C(c2nnnn2C2CCCCC2)N2CCCCC2)c1 (configuration not stated),0.3,-13.2,-1.2,-15.3
COc1cccc(-c2ccc(=O)n(CC(=O)Nc3cccc(C(=O)NC4CC4)c3)n2)c1,1.5,8.3,-1.5,5.6
O=C1NC(=O)/C(=C\c2cc(Br)ccc2OCc2ccccc2F)N1,-0.3,-8.1,1.9,-8.3
Cc1c(C(c2ccc(OC(=O)c3ccc(Br)cc3)cc2)c2c(C)n(C)n(-c3ccccc3)c2=O)c(=O)n(-c2ccccc2)n1C,0.1,5.6,2.3,10.3
O=C(CCl)Nc1cc(C(F)(F)F)ccc1N1CCOCC1,0.0,-1.2,0.3,2.7
COc1ccc(NC(=O)Cn2nc(C)c([N+](=O)[O-])c2C)cn1,0.5,9.6,-1.0,-9.2
Cc1ccc(NC(=O)C(=O)NCc2ccncc2)cc1C,0.0,11.7,-0.7,-19.1
O=C(CN(C(=O)CCn1ncc2ccccc21)c1cccc(F)c1)NC1CCCC1,0.1,2.1,-0.8,2.7
Cc1cc(C)n(-c2ncnc3sc(C)c(C)c23)n1,0.0,0.4,0.6,-1.2
CCCCOC(=O)CSC1=C(C#N)C(c2cccc(Cl)c2)CC(=O)N1 (configuration not stated),-0.1,11.3,-0.4,45.1*
COC(=O)c1c(OC(C)C)cc(=O)n2c1CCN(Cc1cnn(C)c1)CC2,0.9,6.3,-1.0,-5.6
CC(=O)c1ccc(NC(=O)C2(C)Cc3ccccc3C(=O)O2)cc1 (configuration not stated),0.1,4.1,-0.1,3.4
COc1ccc(C(=O)OC2CCCCC2=O)cc1S(=O)(=O)N1CCCc2ccccc21 (configuration not stated),-0.2,-4.9,2.8,-8.5
CCn1ccnc1CN1CCCC(CCC(=O)N2CCN(c3ccccn3)CC2)C1 (configuration not stated),-0.1,2.9,-0.9,5.0
COc1ccc(CCNC(=O)c2ccc3c(c2)ncn3-c2ccc(C)cc2C)cc1OC,0.0,10.5,0.1,14.7
CSc1nccc(N2CCCC(CCC(=O)NCc3ccc(C)o3)C2)n1 (configuration not stated),-0.2,-6.9,0.1,1.1
C=CCc1ccccc1OCCOc1ccc(/C=C2/C(=N)N3N=C(C(C)C)SC3=NC2=O)cc1OCC,0.0,6.7,-1.5,7.4
COc1cccc(C(=O)N/N=C(\C)CC(=O)Nc2ccc3c(c2)OCCO3)c1,-0.1,-8.0,-1.8,-9.8
Cc1c(-c2ccccc2)n[nH]c1C(=O)N/N=C/c1ccccn1,-0.1,11.5,2.7,-47.8
CCOc1ccc2c(c1)c(=O)c(C(=O)c1ccc(CC)cc1)cn2CC(=O)Nc1ccccc1C,-0.1,5.6,-0.7,4.3
CC(=O)Oc1ccc(/C=N/NC(=O)CSCc2ccccc2C)cc1,0.1,-4.9,3.9,-5.2
C=CCN(C(=O)CNC(=O)c1ccco1)C(C(=O)NC1CCCCC1)c1ccccc1F (configuration not stated),0.0,2.6,2.1,13.6
O=C(NC1CCCC1)C(c1ccncc1)N(C(=O)Cc1cccs1)c1ccccc1 (configuration not stated),0.0,13.6,-0.2,9.7
CC(=O)/C=C/c1cn(C(C)=O)c2ccccc12,-0.1,14.1,-1.0,-5.1
COC(=O)c1cc(NC(=O)c2ccc(-c3cccc([N+](=O)[O-])c3)o2)cc(C(=O)OC)c1,-0.3,-0.9,-0.7,-1.3
CC(C)CCCCCCC/C=C\C(=O)O,/,-3.8,-2.3,/
CC(=O)N1CCC2(CC1)CC2C(=O)NCC1(c2ccccc2)CCCC1 (configuration not stated),-0.3,-10.8,-0.2,6.7
CCCOC(=O)C(C(=O)OCCC)=C(N)C(Cl)(Cl)Cl,0.0,9.9,0.7,2.4

# The results go on:
SMILES,FBW7 act,MITF primary,GPR151 activ,TEAD-YAP inh
COCCNC(C)c1ccc2c(c1)CC(c1nc3ccc(-c4ccnc(N)n4)cc3[nH]1)CO2 (configuration not stated),0.1,21.4,0.0,7.8
O=C(COC(=O)C1COc2ccccc2O1)NC(=O)Nc1ccc2c(c1)OCCO2 (configuration not stated),-0.2,1.7,0.5,-11.8
CCOC(=O)CS(=O)(=O)c1ccc(C(=O)N2CCN(c3ccccc3OC)CC2)cc1[N+](=O)[O-],-0.1,-6.2,-0.1,-34.4
CCCn1c(=O)n(CC#N)c(=O)c2c1nc(C(F)(F)F)n2CCOC,-0.1,-17.4,-0.6,-4.0
CCOc1ccccc1N(CC)C(=O)Cn1ncc2c1-c1ccccc1OC2,-0.2,4.3,-0.3,-1.5
Fc1ccc(NCc2cn3cccnc3n2)cc1,0.0,-1.7,-0.4,-4.1
COc1ccc2c(c1)CC(C(=O)Nc1ccc(-c3cn[nH]c3)cc1Oc1ccccc1)CO2 (configuration not stated),-0.1,0.6,0.9,3.1
